BRCT inh green: qHTS Assay for Inhibitors of BRCT-Phosphoprotein Interaction (Green Fluorophore). 75,000 tested, 0.05% active. Breast cancer type 1 susceptibility protein (Homo sapiens), P38398. Potency, µM (doses to about 76.9 µM), for inactives: top-dose activity change, negative = inhibition, usual class: inhibitors. BRCA1 BRCT-phosphopeptide binding, green fluorescence polarization;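 also: potency is read from the fitted curve at half-maximal effect; plate controls were peptide without protein for full effect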
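Compounds were incubated for 12 min at room temperature with a complex of 100 nM fluorescein-tagged pBACH1 decapeptide and 250 nM His-tagged BRCT protein. Buffer was phosphate pH 7.3 with EDTA, DTT and Tween 20. Disruption of binding lowers the polarization signal.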
BRCT PPI red: qHTS Assay for Inhibitors of BRCT-Phosphoprotein Interaction (Red Fluorophore) | Potency, µM (highest dose often 76.9 µM), without a hit: at the highest dose activity change, negative = inhibition, actives largely listed as inhibitors | BRCT-phosphopeptide binding, red fluorescence polarization | AID 892, 2007 | 75,000 tested, 0.03% active | Breast cancer type 1 susceptibility protein (Homo sapiens), P38398; also: % is scaled to controls: 0 for no effect and ±100 for the full control effect
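Rhodamine-labelled pBACH1 10-mer (100 nM) bound to BRCT domain (100 nM) at pH 7.3; compounds incubated 12 min room temperature, polarization read. Free peptide defines full inhibition; unlabelled decapeptide titrated as control.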
CRE-bla Fsk: Cell signaling CRE-BLA (Fsk stim) | CHO CRE-bla reporter (cAMP response element driving beta-lactamase), forskolin EC10, beta-lactamase ratio | Potency, µM (highest dose often 38.2 µM), inactives show at the highest dose activity change, negative = inhibition, usual class: activators | 71,000 tested, 2.5% active | AID 662, 2007; active = well fitted activation curve with a large enough effect in the signal ratio, with a control signal flat, not every such curve was filed as active; inconclusive = small, poorly fitted or top-dose-only effect, or effect the other way, or a change in a side signal; the % refers to the signal ratio; also: potency is read from the fitted curve at half-maximal effect; % of control where 0% means no effect
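CHO CRE-bla cells, overnight plating in Opti-MEM with 0.5% dialyzed FBS; cpd titration + EC10 NKH 477, 3 h 37 °C; CCF4 2 h RT; ex 405/em 460 vs 530 ratio → %Activity, AC50.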
Ub-GFP proteasome: Ubiquitin-GFP Assay | Ubiquitin-GFP reporter cells, proteasome inhibition, GFP fluorescence; response scale: untreated = 0%, 10 µM MG-132 = 100% | Potency, µM (titrated, usually from 45.9 µM), for inactives: at the top dose activation (GFP accumulation), most hits filed as activators | 67,000 tested, under 10 active; active = well fitted activation curve with a large enough effect, not every such curve was filed as active; inconclusive = small, poorly fitted or top-dose-only effect, or another doubt; inactive = no such curve, though single readings can be large or run the other way; also: potency is read from the fitted curve at half-maximal effect
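Reporter cells (U2OS, ubiquitin-G76V-GFP fusion) are plated overnight, then treated 4 hr at 37 °C with compound titrations from 46 uM down to 2.9 nM. Activity is scaled against untreated cells and 10 uM MG-132.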
Pol III holo inh: qHTS Assay for Inhibitors of DNA Polymerase III Holoenzyme System; reconstituted DNA polymerase III holoenzyme replication, biochemical; 71,000 tested, 0.25% active; Potency, µM (top dose mostly 57.1 µM), for inactives: at the highest dose activity change, negative = inhibition; also: potency is read from the fitted curve at half-maximal effect; % is scaled to controls: 0 for no effect and ±100 for the full control effect
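Reconstituted *E. coli* holoenzyme (0.35 nM Pol III, 1 nM beta, 154 nM SSB, 2 nM primase) was preincubated with compound for 15 min at RT. Synthesis on 1.4 nM ssM13Gori ran 35 min, then was stopped with PicoGreen/EDTA and read as dsDNA fluorescence.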
HBB splice mod: qHTS Assay for Modulators of Hemoglobin Beta Chain Splicing. 65,000 tested, 0.06% active. HBB splicing reporter cell assay, activation; EGFP reporter with mutant IVS2-654 intron; response scale: normalised to 500 nM splice-correcting PNA. Potency, µM (top dose mostly 46.1 µM), inactives show at the highest dose activation, actives largely listed as activators; also: potency is read from the fitted curve at half-maximal effect; 0% is about no effect
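HeLa cells stably expressing EGFP interrupted by mutant beta-globin intron 2 (IVS2-654), 500/well in 2% FCS. Treated with compound for 2 days at 37C. Splicing correction scored as total well GFP intensity (488 nm excitation, 500-520 nm emission); 500 nM antisense PNA served as control.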
Hsp90 Hop PPI: qHTS Assay for Disrupters of an Hsp90 Co-Chaperone Interaction | AID 595, 2007 | Hsp90 C-terminal peptide / TPR2A (Hop) interaction, human | AlphaScreen TPR2A-His6 binding biotin-Hsp90 C-terminal peptide | Potency, µM (series often up to 57 µM), for inactives: top-dose activity change, negative = inhibition | 71,000 tested, 0.44% active; active = well fitted curve in either direction with a large enough effect; inconclusive = small, poorly fitted or top-dose-only effect, or another doubt; also: potency is read from the fitted curve at half-maximal effect; % is scaled to controls: 0 for no effect and ±100 for the full control effect; many of its hits are not listed in these tables
15-hLO inh: qHTS Assay for Inhibitors of 15-hLO (15-human lipoxygenase); Polyunsaturated fatty acid lipoxygenase ALOX15 (Homo sapiens), P16050; purified 15hLO-1, xylenol orange hydroperoxide absorbance; Potency, µM (series often up to 57.1 µM), without a hit: top-dose activity change, negative = inhibition, most hits filed as inhibitors; 74,000 tested, 1.4% active; AID 887, 2007; also: potency is read from the fitted curve at half-maximal effect; % is scaled to controls: 0 for no effect and ±100 for the full control effect; nearly all actives have a fitted effect of over 55% in size
Target sequence (P16050 whole entry, looked up): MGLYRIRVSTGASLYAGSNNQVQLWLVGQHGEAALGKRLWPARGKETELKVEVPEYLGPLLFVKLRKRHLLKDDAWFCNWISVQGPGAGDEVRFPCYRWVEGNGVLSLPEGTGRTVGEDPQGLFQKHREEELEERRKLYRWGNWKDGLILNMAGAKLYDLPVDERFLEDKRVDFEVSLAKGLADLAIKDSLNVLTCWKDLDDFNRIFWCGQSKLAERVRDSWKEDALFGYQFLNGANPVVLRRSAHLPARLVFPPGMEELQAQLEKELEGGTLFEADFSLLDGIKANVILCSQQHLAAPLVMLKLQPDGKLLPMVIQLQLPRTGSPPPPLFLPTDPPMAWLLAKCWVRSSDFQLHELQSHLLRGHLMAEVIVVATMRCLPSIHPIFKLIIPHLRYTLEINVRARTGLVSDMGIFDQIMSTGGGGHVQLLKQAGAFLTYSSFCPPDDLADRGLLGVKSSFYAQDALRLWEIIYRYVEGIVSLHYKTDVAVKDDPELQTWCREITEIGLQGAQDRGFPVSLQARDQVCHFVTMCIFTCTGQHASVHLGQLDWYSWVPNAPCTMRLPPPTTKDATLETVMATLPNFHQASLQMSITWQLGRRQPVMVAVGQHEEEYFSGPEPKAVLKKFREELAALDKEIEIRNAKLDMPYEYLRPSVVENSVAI
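Hydroperoxide formed from arachidonic acid (50 uM) by purified human 15hLO-1 (40 nM) oxidizes ferrous iron, and the ferric-xylenol orange complex is read at 573 versus 405 nm. Compounds were preincubated 15 min; reaction ran 6 min at room temperature.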
HADH2 inh: qHTS Assay for Inhibitors of HADH2 (Hydroxyacyl-Coenzyme A Dehydrogenase, Type II); 73,000 tested, 3.4% active; Potency, µM (doses to about 57.1 µM), for the others: at the top dose activity change, negative = inhibition, hits mostly inhibitors; recombinant HADH2, NADH fluorescence, beta-hydroxybutyryl-CoA; 3-hydroxyacyl-CoA dehydrogenase type-2 (Homo sapiens), Q99714; AID 886, 2007; also: potency is read from the fitted curve at half-maximal effect; % is scaled to controls: 0 for no effect and ±100 for the full control effect; nearly all actives have a fitted effect of over 60% in size; many of its hits are not listed in these tables
Target sequence (Q99714 whole entry, looked up, one chain of several): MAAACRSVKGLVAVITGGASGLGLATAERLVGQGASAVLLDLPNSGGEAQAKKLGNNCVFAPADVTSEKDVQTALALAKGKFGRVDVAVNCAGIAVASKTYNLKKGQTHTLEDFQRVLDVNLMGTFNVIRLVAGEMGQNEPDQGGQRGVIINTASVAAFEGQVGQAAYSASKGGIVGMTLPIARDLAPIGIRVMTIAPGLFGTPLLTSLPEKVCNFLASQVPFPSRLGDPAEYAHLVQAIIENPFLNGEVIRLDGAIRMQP
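Read-out: 360 nm excitation, 450 nm emission, kinetic over 4 min. Conditions: His-tagged human HADH2 20 nM, pH 9.0 Tris with Tween-20, 1 mM NAD+, 90 uM beta-hydroxybutyryl-CoA.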
USP2a inhib: qHTS Assay for Inhibitors of Ubiquitin-specific Protease USP2a. USP2a enzymatic assay, qHTS inhibition. Potency, µM (top dose mostly 38.3 µM), inactives show top-dose activity change, negative = inhibition, hits mostly inhibitors. 60,000 tested, 0.1% active;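 also: potency is read from the fitted curve at half-maximal effect; nearly all actives have a fitted effect of over 60% in size; plate controls were DMSO for no effect and NEM full inhibition control for full effect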
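USP2 core (20 nM final) was preincubated with compound for 30 min at RT in 20 mM Tris-HCl pH 8.0, 2 mM CaCl2, 2 mM beta-mercaptoethanol; Ub-PLA2 (20 nM) plus NBD C6-HPC (20 uM) then added, fluorescence read after 2.5 h.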
GFP derepression: qHTS Assay for Epigenetic Modulators | 68,000 tested, 0.09% active | mouse C127i GFP locus derepression, cytometry, 30 h | Potency, µM (series often up to 46.1 µM), for the others: at the top dose GFP derepression (activation) | AID 597, 2007; also: % of control where 0% means no effect
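Read-out is the number of GFP-positive cells, scored as fluorescent objects 20 to 120 um wide, reflecting derepression of a silenced CMV-GFP reporter in murine C127i cells after 30 h compound exposure at 37 C.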
An asterisk follows results filed as active; u = inconclusive; x = not tested or not shown; & = joins results of further samples; [ ] = dose if it differs, or a comment. Unless noted, calls follow the shape of the dose curve; as a rule, active = well fitted curve in the direction sought with a large enough effect; inconclusive = small, poorly fitted or top-dose-only effect, or another doubt; inactive = no such curve, though single readings can be large; an effect the other way counts as inactive or inconclusive. A portion of the library. The share of hits here may be higher or lower than overall.

| molecule | GFP derepression | HADH2 inh | Hsp90 Hop PPI | BRCT inh green | CRE-bla Fsk | 15-hLO inh | BRCT PPI red | Ub-GFP proteasome | HBB splice mod | USP2a inhib | Pol III holo inh |
| --- | --- | --- | --- | --- | --- | --- | --- | --- | --- | --- | --- |
| O=C(/C=C/c1ccc(O)c(O)c1)O[C@@H](C(=O)O)[C@@H](OC(=O)/C=C/c1ccc(O)c(O)c1)C(=O)O | x | 0.5µM* | -3% | -1.4% | -6% | u | -0.8% | x | 0.5% | x | -6% |
| CCC(C)NS(=O)(=O)c1ccc(OCC(=O)NCc2ccc3c(c2)OCO3)cc1 (configuration not stated) | 2% | -8% | -3% | 0.5% | -5% | -6% | -2.6% | -1% | 0.2% | 10% | 1% |
| O=C(O)c1ccc(NCc2cccnc2)cc1 | 10% | 1% | -8% | -1.0% | -2% | -3% | -0.1% | 4% | 1.0% | 2% | -10% |
| COC(=O)c1ccc(NC(=O)CSc2nncn2C)cc1 | -1% | 3% | -2% | -1.9% | u | 14% | -0.3% | -1% | -1.8% | -9% | -5% |
| COc1ccc(S(=O)(=O)N2CCCCCC2)cc1C(=O)OCc1c(C)noc1C | 3% | 3% | 4% | 1.6% | u | 0% | -2.8% | -5% | 1.0%[57.5 µM] | 4% | -7% |
| CCCc1nnc2n1N=C(c1ccc(OC)c(OC)c1)CS2 | -1% | 0% | 0% | 1.7% | 6.3µM* | -4% | -0.5% | 6% | -3.5%[57.5 µM] | 0% | -3% |
| O=C(Nc1nccs1)c1ccc(S(=O)(=O)N2CCCCC2)cc1 | x | 7% | u | -0.3% | -3% | -14% | -0.7% | 4% | -0.8% | x | -14% |
| C(=C\c1ccccc1)/CN1CCN(Cc2ccc3c(c2)OCCO3)CC1 | 0% | -6% | -11% | -0.1% | -5% | -18% | 0.0% | 16% | -3.1% | 15% | 0% |
| CCCn1c(SCC(=O)Nc2c(CC)cccc2CC)nnc1C(C)C | 1% | 38%[activator] | 52% | -3.8% | -7% | -4% | -1.2% | -3% | x | 4% | -5% |
| CCOC(=O)c1[nH]c(C)c(C(=O)NCc2ccc(C)cc2)c1C | -2% | 4% | -1% | -1.9% | u | 6% | 1.7% | 13% | 0.6% | x | -2% |
| CC(C)=C1C(=O)C(c2ccccc2)=C2CN3C(=O)N(CCc4ccccc4)C(=O)[C@]3(Cc3ccccc3)[C@H]21 | x | -4% | -1% | 1.1% | -6% | x | -1.5% | x | -1.6% | x | -6% |
| COc1cccc(N2CCN(C(=O)c3[nH]c(C)c(C(C)=O)c3C)CC2)c1 | 2% | 3% | -8% | -1.9% | u | -2% | -3.2% | 6% | -2.2% | 2% | -1% |
| COc1ccccc1C(=O)NC(CCSC)C(=O)NCC(c1ccco1)N(C)C (configuration not stated) | -1% | 10% | -2% | 0.2% | u | 8% | 0.0% | -1% | -1.3% | -6% | 4% |
| CCSc1nnc(NC(=O)CSc2nccn2-c2cccc(C)c2C)s1 | 4% | 0% | -17% | -0.2% | -1% | -1% | -0.9% | 2% | -0.5% | 1% | -6% |
| Cc1cc(=O)[nH]c(/N=C(\N)Nc2ccc(Cl)cc2)n1 | 2%[9.22 µM] | 5%[11.4 µM] | -3%[11 µM] | 0.4%[15.4 µM] | -5%[7.6 µM] | 2%[11.4 µM] | -1.4%[15.4 µM] | -4%[9.17 µM] | 0.9%[9.22 µM] | x | -12%[11.4 µM] |
| Cc1c(Cl)ccc2c1NC(=O)C21NC(CCC(N)=O)[C@H]2C(=O)N(c3ccc(Cl)cc3)C(=O)[C@H]21 (some centres not stated) | 4% | 6% | -7% | -0.3% | -12% | -10% | 1.5% | 3% | -1.2%[57.5 µM] | 41%[activator] | 0% |
| Cc1ccc(S(=O)(=O)CCc2ccccn2)cc1 | 3% | 2% | -2% | -0.3% | -5% | 14% | 0.3% | 0% | 0.0% | 1% | -4% |
| C=CCc1ccccc1OCC(O)CN(C(C)C)C(C)C (configuration not stated) | 2% | 5% | -2% | 0.6% | -7% | 12% | -0.5% | 18% | 0.1% | 7% | -1% |
| COc1ccc(N2C(=O)CC(n3c(CCCCO)nc4ccccc43)C2=O)cc1 (configuration not stated) | 3% | -6% | -1% | 1.3% | -7% | 3% | -2.3% | 3% | 4.2% | -9% | -3% |
| CCOc1ccc(-n2c(Cc3cc(=O)[nH]c(=O)[nH]3)nnc2SCC)cc1 | 0% | 6% | -2% | 0.4% | -4% | -4% | 0.7% | 2% | -2.6%[57.5 µM] | -9% | 1% |
| Cc1c(C)n(CC(O)CN2CCCCCC2)c2ccccc12 (configuration not stated) | 0% | -6% | -5% | -3.3% | -4% | u | -0.4% | 9% | 1.0% | 6% | 10% |
| Cn1c(=O)cc(SCC(=O)NCCCN2CCN(c3ccccc3F)CC2)c2ccccc21 | 4% | -5% | 0% | 0.4% | -7% | 2% | 0.5% | 11% | -0.8% | 38%[activator] | -1% |
| CSCC[C@@H]1NC(=O)C/C=C\[C@@H](C)COC(=O)[C@H](C)COC1=O | x | -6%[11.4 µM] | x | -0.1%[15.4 µM] | x | 4%[11.4 µM] | 0.3%[15.4 µM] | x | 0.5%[9.22 µM] | x | x |
| COC(=O)C/C=C\[C@@H](C)[C@@H](/C=N\O[C@@H](C)c1cn([C@H](CO)Cc2ccccc2)nn1)OC | x | 7%&5%[11.4 µM] | x | -0.1%&-0.9%[15.4 µM] | x | 18%&8%[11.4 µM] | -0.3%&2.0%[15.4 µM] | x | 3.6%&2.6%[9.22 µM] | x | x |
| COC(=O)c1ccccc1NC(=O)NCc1ccco1 | -3% | 6% | u | 2.1% | -6% | 7% | -2.6% | -4% | -1.1% | -7% | -3% |
| O=S1(=O)CCC(NS(=O)(=O)c2cccc3cccnc23)C1 (configuration not stated) | -5% | 4% | -2% | -1.6% | -2% | -2% | -0.2% | -5% | -0.2% | -8% | -2% |
| CCC(=O)N1c2ccccc2NC2=C(C(=O)CC(c3ccco3)C2)C1c1ccco1 (configuration not stated) | 1% | -9% | -5% | -0.3% | -7% | 1% | 0.0% | 13% | 0.8% | 22% | 1% |
| CCOCCCNC(=O)c1ccc(OC)cc1 | 2% | 5% | -3% | -0.6% | 4% | -3% | 0.2% | 5% | -1.2% | -10% | 4% |
| O=C(NCc1ccc2c(c1)OCO2)c1cccc2c1C(=O)N(C1CCCCC1)C2 | x | -5% | -3%[2.3 µM] | 0.0% | 20% | 13% | 0.9% | 3% | -1.0% | x | 3% |
| CCC(=O)Nc1ccc(C(=O)CSc2nnc(-c3cccnc3)o2)cc1 | 0% | u | 0% | 0.6% | -2% | -2% | -0.7% | 0% | -0.1%[57.5 µM] | 16% | -3% |
| CC1CCCN(Cc2nc3c(c(=O)n(C)c(=O)n3C)n2CCCc2ccccc2)C1 (configuration not stated) | 2% | -11% | -4% | -2.8% | 7% | -10% | -0.4% | 0% | 6.6%[0.369 µM] | 3% | 0% |
| COC(=O)c1cc(C(=O)OC)cc(N2C(=O)CN=C2Nc2nc(C)cc(C)n2)c1 | -5% | 2% | -1% | -1.2% | 4% | -1% | -1.0% | -4% | 0.0% | 11% | -7% |
| O=C(c1cccc(F)c1)N1CCC2(CCCN(Cc3ccncc3)C2)CC1 | 0%[9.22 µM] | 2% | -1% | -1.0% | 1% | 10% | 0.3% | 1% | 0.2% | 42%[activator] | -9% |
| CC(C)OC(=O)CSc1n[nH]c(-c2cccnc2)n1 | -2% | 2% | 0% | -2.9% | -7% | -4% | -0.4% | 0% | -0.7% | -2% | -5% |

From PubChem
